# From PubChem
# NPR1 activator: GC-A stimulated cGMP production enhancers – HEK293 GC-A cells, cGMP TR-FRET, EC30 ANP, primary screen; 370,000 tested, 0.14% active; activation, % at 10 µM; 0% at EC30 ANP, 100% saturating ANP; in the data active = activation above about 40%
# UHRF1 MBD2 ctr: UHRF1 methylated DNA binding inhibitors, primary screen, counter-screen for MBD2 inhibitor project, biochemical, TR-FRET, human UHRF1, single concentration | 370,000 tested, 0.75% active | inhibition, % at 4.4 µM | AID 687016, 2013 | UHRF1 binding to methylated oligo | E3 ubiquitin-protein ligase UHRF1 (Homo sapiens), Q96T88; in the data active = inhibition above about 21%;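 also: UHRF1 SRA domain binding a hemimethylated CpG hairpin DNA probe; 0% = median of test compound wells and 100% = reference inhibitor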
# rCAG RNA binder: binders of r(CAG) RNA repeats, primary screen, biochemical, fluorescence; r(CAG) RNA repeat, TO-PRO-1 dye displacement fluorescence; inhibition, % at 3 µM; 370,000 tested, 1.3% active; AID 651821, 2012;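 active = inhibition above the plate cutoff, the mean of all test compounds on that plate plus 3 SD, cut at about 35% in these data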;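 also: 0% = DMSO alone and 100% = 100 µM mitoxantrone as full dye displacement; higher means more dye released from RNA so lower well fluorescence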
# TCR CD3 inh: inhibitors of human TCR-CD3 interaction, primary screen, biochemical, fluorescence, TAMRA-labeled TCR probe. T-cell receptor (TCR). inhibition, % at 9.4 µM. AID 651800, 2012. 360,000 tested, 0.37% active; in the data active = inhibition above about 19%;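 also: recombinant mutant TCR 2C K166C tagged with TAMRA read by polarization; 0% = receptor in buffer alone and 100% = receptor with positive control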
# ABHD4 inh: ABHD4 inhibitors, primary screen, biochemical, fluorescence polarization, mouse. (Lyso)-N-acylphosphatidylethanolamine lipase (Mus musculus), Q8VD66. purified mABHD4, FP-Rh probe fluorescence polarization. inhibition, % at 8.92 µM. 370,000 tested, 0.54% active. AID 720543, 2013;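 active = inhibition exceeding the mean over every tested compound plus 3 SD, cut at about 30% in these data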;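 also: 0% = plate median of compound wells and 100% = S159A mutant with DMSO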
#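 System: mouse ABHD4 enzyme, wild type / Medium: HEPES pH 7.0, NaCl, Pluronic buffer / Reagent: FP-Rh activity-based fluorescent probe / Control set: S159A mutant high control, sample median low control / Detection: fluorescence polarization with parallel and perpendicular emission, 525/598 nm / Schedule: 45 min + 60 min at 25 °C / Compound dosing: 8.92 µM, single dose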
# PRMT1 inh: PRMT1 methyltransferase inhibitors, primary screen, biochemical, fluorescence polarization | inhibition, % at 2.79 µM | 370,000 tested, 1.3% active | AID 652257, 2013 | Protein arginine N-methyltransferase 1 (Homo sapiens), Q99873 | recombinant PRMT1, activity-based probe fluorescence polarization;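 active = inhibition above about 21% made by adding two undisclosed values, limit read from the data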
# NPR2 activator: human GC-B receptor activators, primary screen, HEK293 GC-B cells, cGMP TR-FRET, EC30 CNP; activation, % at 10 µM; 0% at EC30 CNP, 100% saturating CNP; AID 1920062, 2024; 370,000 tested, 0.11% active;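 active = activation at 10 µM reaching about 35% in either raw or pattern-adjusted values, limit read from the data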
# HTRA1 inh: HTRA1 serine protease inhibitors, primary screen, biochemical, fluorescence polarization, HTS; recombinant HTRA1, FP-rhodamine activity-based probe; 340,000 tested, 0.5% active; inhibition, % at 5.96 µM; in the data active = inhibition above about 36%;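 also: 0% = enzyme with DMSO and 100% = wells lacking enzyme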
# Target sequence (Q92743 whole entry, looked up): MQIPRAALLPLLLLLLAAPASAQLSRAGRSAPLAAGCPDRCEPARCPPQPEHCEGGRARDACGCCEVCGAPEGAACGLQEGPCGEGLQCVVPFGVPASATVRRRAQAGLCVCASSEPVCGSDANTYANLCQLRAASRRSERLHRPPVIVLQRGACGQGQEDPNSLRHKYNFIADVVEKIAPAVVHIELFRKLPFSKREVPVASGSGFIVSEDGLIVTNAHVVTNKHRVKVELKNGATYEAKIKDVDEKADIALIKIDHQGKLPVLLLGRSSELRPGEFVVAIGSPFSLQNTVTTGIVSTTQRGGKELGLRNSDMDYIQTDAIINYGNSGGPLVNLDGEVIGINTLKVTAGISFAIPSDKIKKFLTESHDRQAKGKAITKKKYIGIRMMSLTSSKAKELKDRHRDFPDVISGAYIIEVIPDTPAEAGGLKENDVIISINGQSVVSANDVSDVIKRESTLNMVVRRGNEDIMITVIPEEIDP
# MBD2 inh: inhibitors of MBD2 binding to methylated DNA, primary screen, biochemical, TR-FRET, DNA-binding domain, human; Methyl-CpG-binding domain protein 2 (Homo sapiens), Q9UBB5; MBD2 binding to methylated oligonucleotide; inhibition, % at 4.4 µM; 370,000 tested, 0.31% active; AID 686964, 2013; in the data active = inhibition above about 13%
# SIAE primary: human SIAE inhibitors, primary screen, biochemical, fluorescence polarization, FP-Rh probe, 1536-well HTS. Sialate O-acetylesterase (Homo sapiens), Q9HAT2. SIAE FP-Rh probe binding. inhibition, % at 9.66 µM. 370,000 tested, 0.69% active;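 active = inhibition above a cutoff: mean of compounds within the control limits plus 3 SD of those, cut at about 17% in these data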;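 also: 0% = plate median of compound wells and 100% = probe without SIAE protein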
# Target sequence (Q9HAT2 whole entry, looked up): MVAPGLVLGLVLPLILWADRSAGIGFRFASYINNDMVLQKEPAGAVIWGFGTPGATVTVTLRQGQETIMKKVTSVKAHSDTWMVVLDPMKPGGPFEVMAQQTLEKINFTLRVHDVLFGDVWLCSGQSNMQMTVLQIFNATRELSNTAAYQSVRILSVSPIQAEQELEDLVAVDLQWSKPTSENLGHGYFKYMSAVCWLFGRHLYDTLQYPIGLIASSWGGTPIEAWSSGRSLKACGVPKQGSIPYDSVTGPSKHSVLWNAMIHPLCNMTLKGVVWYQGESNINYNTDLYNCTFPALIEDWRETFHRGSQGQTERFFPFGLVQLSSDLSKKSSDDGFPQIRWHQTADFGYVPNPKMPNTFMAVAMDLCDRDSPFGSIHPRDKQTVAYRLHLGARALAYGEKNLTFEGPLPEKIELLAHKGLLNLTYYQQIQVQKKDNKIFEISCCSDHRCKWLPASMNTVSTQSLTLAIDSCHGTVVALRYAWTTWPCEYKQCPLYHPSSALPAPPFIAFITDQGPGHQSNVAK
# * = called active by the depositor; x = no result given. The list is partial, so the mix of outcomes need not match the whole.
SMILES,NPR1 activator,UHRF1 MBD2 ctr,rCAG RNA binder,TCR CD3 inh,ABHD4 inh,PRMT1 inh,NPR2 activator,HTRA1 inh,MBD2 inh,SIAE primary
COc1ccccc1N1CCN(C(CNC(=O)C2CCCCC2)c2cccnc2)CC1 (stereo unspecified),3,-2,2,9,-3,-1,-2,0,-3,-4
S=C(NCCc1ccccn1)NC1CCCCC1,5,3,0,-6,9,3,2,-1,4,0
COC(=O)c1sccc1S(=O)(=O)NC(C)c1cnn(-c2ccc(OC)cc2)c1C (stereo unspecified),-3,5,-6,0,-10,1,-2,3,8,0
O=C(O)c1cccc(Nc2nc3ccccc3nc2NS(=O)(=O)c2cccs2)c1,1,-1,14,-1,3,1,2,1,2,6
CCC(=O)Nc1sc2c(c1C#N)CC(C)(C)NC2(C)C,6,-2,0,-1,1,0,2,-7,1,3
Cc1cc(=O)n2nc(N3CCC(C(=O)NCCc4ccc(Cl)cc4)CC3)sc2n1,-5,3,-1,7,-2,4,-11,1,-1,0
CC(C)N1C(=O)/C(=C\c2nc3ccccc3c(=O)n2-c2ccccc2)c2ccccc21,-47,2,-3,-7,-13,0,-19,-5,3,-3
Cc1ccccc1CC1SC(N)=NC1=O (stereo unspecified),2,0,1,1,4,-2,2,10,1,2
COc1cc(NC(=O)COc2ccccc2[N+](=O)[O-])ccc1NC(=O)c1ccco1,3,-1,0,3,3,3,7,2,6,-6
Cc1noc(/C=C/N(C)C)c1S(=O)(=O)N1CCCC(C(=O)Nc2ccccc2F)C1 (stereo unspecified),3,1,27,-2,-13,-1,5,-32,-1,-3
CCOC(=O)c1sc(NC(=S)NC(=O)C23CC4CC(CC(C4)C2)C3)cc1C,-7,1,3,-3,-1,1,0,-5,0,2
CCC/C=N/NC(=O)c1cccc(Br)c1,0,-3,2,4,0,2,0,-8,0,4
O=C(CCc1nnc(CCC2CCCCC2)o1)NCCc1cccnc1,0,0,-8,0,-3,6,-7,5,-5,0
CCCN1Cc2cccc(C(=O)NCc3ccc(C)cc3)c2C1=O,18,0,-6,9,-11,-3,16,-11,-1,1
Cc1n[nH]c(=O)c2c(NC(=O)CSc3nc4ccccc4c(=O)n3C(C)C)oc(C)c12,0,1,4,6,0,6,-2,9,0,-4
Cc1cc(OCC(=O)NCCO)cc(C)c1Cl,2,19,-2,6,4,-2,-9,-7,11,13
CCS(=O)(=O)CCSC(=N)N,-3,-2,-2,5,-1,5,7,4,2,3
Cc1ccc(C(=O)C(C)OC(=O)Cn2[nH]c(=O)c3ccccc3c2=O)cc1C (stereo unspecified),4,1,-5,-2,2,3,0,-7,4,-1
CCCC(c1nnnn1C(C)(C)CC)N(CCCO)Cc1cc2cc(C)cc(C)c2[nH]c1=O (stereo unspecified),-6,-8,-8,4,9,1,-6,-14,-8,-4
CC1CCc2sc(C(=O)NC3CCCCC3)cc2C1 (stereo unspecified),-6,4,-1,-4,-2,2,-3,0,-4,9
O=C(NCCc1ccccc1)C(=S)N1CCCCC1,0,1,-3,2,-2,-6,2,1,3,-3
CC(=O)C1CCC2C(CCC3=CC(=O)CCC32)C1 (stereo unspecified),-3,-1,-1,1,3,-2,5,x,2,-2
O=S1(=O)CC(N2CCCCC2)C(N2CCCCC2)C1 (stereo unspecified),1,-2,0,-3,1,-2,4,1,-1,3
COc1cccc(CN(C)C(=O)c2[nH]c(C)c(C(C)=O)c2C)c1OC,1,-1,-2,7,-10,-4,-1,0,0,2
O=C(N/N=C/c1ccncc1)/C(=C/c1ccccc1)NC(=O)c1ccccc1,-7,-6,2,-1,4,-4,-4,-4,-4,-2
O=C(CCn1cnc2ccccc21)N=Nc1c(O)[nH]c2ccccc12,-4,-7,2,-4,4,0,1,7,-1,0
NS(=O)(=O)c1ccc(CCNC(=O)CSc2nc3ccsc3c(=O)n2CC2CCC(C(=O)O)CC2)cc1 (stereo unspecified),-3,-1,0,7,-4,-3,-7,6,-6,5
CC(=O)Nc1ccc(C)c([N+](=O)[O-])c1,-1,-2,-1,-1,2,1,-2,1,5,-2
CC(C)Cc1nnc(NC(=O)c2cc(-c3ccccc3)nc3ccccc23)s1,3,0,1,-8,-5,-1,1,-7,2,-2
COc1ccc(C2c3[nH]c4ccccc4c3C[C@H]3C(=O)N(CC(C)C)CC(=O)N23)c(OC)c1 (stereo partly specified),-3,2,-1,7,-3,-1,-3,-8,2,3
Fc1ccc(N2CCN(Cc3cnc(N4CCOCC4)s3)CC2)cc1,4,-1,0,7,4,1,0,3,-1,-10
Cc1csc(=N)n1-c1ccc(Cl)cc1,2,-4,2,7,6,-2,-2,-10,-2,3
Cc1nc(-c2noc(-c3ccc(Cl)cc3)n2)c(C(F)(F)F)o1,2,-1,0,2,3,-1,2,4,2,-7
COc1ccc(CNS(=O)(=O)c2ccc3c(c2)CC(C)N3C(=O)C2CC2)cc1 (stereo unspecified),2,-1,-3,5,-6,-6,4,-11,-3,-6
O=C(NCc1nc2ccccc2[nH]1)c1cc2ccccc2oc1=O,7,-3,1,-4,6,1,4,-4,-5,-1
CCN(CC)c1ccc(-n2c(O)c(C=C3N=c4ccccc4=N3)sc2=S)cc1,-1,0,4,4,1,-1,3,1,4,-1

# Sorted by value in TCR CD3 inh (rising): three from the list above
SMILES	TCR CD3 inh
O=C(CCn1cnc2ccccc21)N=Nc1c(O)[nH]c2ccccc12	-4
CCN(CC)c1ccc(-n2c(O)c(C=C3N=c4ccccc4=N3)sc2=S)cc1	4
COc1cccc(CN(C)C(=O)c2[nH]c(C)c(C(C)=O)c2C)c1OC	7

# 4 compounds from above, limited to MBD2 inh, HTRA1 inh and PRMT1 inh:
SMILES	MBD2 inh	HTRA1 inh	PRMT1 inh
COc1ccc(C2c3[nH]c4ccccc4c3C[C@H]3C(=O)N(CC(C)C)CC(=O)N23)c(OC)c1 (stereo partly specified)	2	-8	-1
Fc1ccc(N2CCN(Cc3cnc(N4CCOCC4)s3)CC2)cc1	-1	3	1
Cc1csc(=N)n1-c1ccc(Cl)cc1	-2	-10	-2
Cc1nc(-c2noc(-c3ccc(Cl)cc3)n2)c(C(F)(F)F)o1	2	4	-1

# Additional structures follow.
SMILES,NPR1 activator,UHRF1 MBD2 ctr,rCAG RNA binder,TCR CD3 inh,ABHD4 inh,PRMT1 inh,NPR2 activator,HTRA1 inh,MBD2 inh,SIAE primary
Cc1ccc(CNC(=O)c2ccc(N3CCC4(CC3)CC(c3cccc(Br)c3)=NO4)c(NC(=O)c3c(Cl)cccc3Cl)c2)cc1,-2,-1,9,7,-7,-3,3,-26,1,-26
COc1ccc2c(c1)C[C@@H](CON1C(C)(C)CCCC1(C)C)N2S(=O)(=O)c1ccc(C)cc1,2,-1,x,x,-5,-3,-3,x,-5,-2
Cn1c(=O)c2cc(S(=O)(=O)NC(Cc3ccccc3)C(=O)NCc3ccco3)ccc2n(C)c1=O (stereo unspecified),1,-1,2,-4,-1,0,5,4,3,9
O=C(OC12CCCN(C1)/C(=C/c1cccc(Cl)c1)C2)C1CCCCC1 (stereo unspecified),3,-2,3,x,-3,0,1,x,-3,-10
Cc1ccc(/C=N/NC(=O)c2ccco2)s1,-1,1,3,-5,-4,-1,5,0,1,-1
COc1cccc(C2CC(c3ccccc3Cl)n3nnnc3N2)c1 (stereo unspecified),3,-2,1,-11,-5,2,-5,1,3,4
CC(=O)NC(Cc1cccc(F)c1)C(=O)NC1CCN(C(=O)Nc2ccc(C)cc2)CC1 (stereo unspecified),3,0,-4,3,3,-1,4,5,-1,1
Cc1ccc(S(=O)(=O)N2CCCCC2C)cc1[N+](=O)[O-] (stereo unspecified),4,-3,1,5,-1,-3,0,-3,-4,7
O=C(CC1SC(N2CCCC2)=NC1=O)Nc1ccc(C(=O)NCCc2ccc(F)cc2)cc1 (stereo unspecified),4,-2,-2,1,3,-2,2,-3,1,2
CCNC(=O)C1(C)CCCCN1Cc1ccc(C#N)cc1 (stereo unspecified),0,4,0,-7,2,2,2,x,4,0
CCC(=O)Nc1ccc(C(=O)CSc2nnc(-c3ccc(NS(=O)(=O)CC)cc3)o2)cc1OC,-2,-2,1,-1,-1,-1,-5,-4,-4,-10
O=C1NCCCC1(c1ccccc1)c1ccccc1,-1,0,0,7,4,2,2,11,1,3
Cc1ccc2oc3c(c(=O)c2c1)C(c1cccc(O)c1)N(c1ccccn1)C3=O (stereo unspecified),-4,3,7,1,-11,-1,-1,-30,0,-7
Cc1ccc(SC(C)C(=O)Nc2ccc(S(=O)(=O)N3CCOCC3)cc2)cc1 (stereo unspecified),1,-2,2,2,-3,0,0,-8,-6,4
O=C(CNC1CCN(Cc2ccccc2)CC1)Nc1ccc(S(=O)(=O)N2CCCCC2)cc1,2,0,-7,-1,3,-1,-2,9,-4,-6
COc1ccc(Cc2nc3ccccc3[nH]2)cc1OC,-1,-2,-2,2,7,-1,-4,1,-3,5
S=C(Nc1ccc(Cl)c(Cl)c1)N1CCN(c2ccccn2)CC1,5,1,1,5,-4,-3,2,-7,1,-3
Cc1cc(C(=O)OCC(=O)Nc2c(Cl)cccc2Cl)c(C)o1,-2,-2,4,8,0,1,-2,-3,-9,5
CC(C)CC1Nc2ccc(C(=O)NCCCN3CCOCC3)cc2NC1=O (stereo unspecified),5,-7,-2,-1,-1,2,1,-4,0,0
O=C(O)c1ccc(N/N=C/c2ccc(-c3ccc(Br)cc3)o2)cc1,4,4,49*,4,42*,8,-4,16,2,3
CCS(=O)(=O)N1Cc2ccccc2CC1C(=O)NCC12CC3CC(CC(C3)C1)C2 (stereo unspecified),0,-2,-8,1,4,-1,-3,-7,5,4
O=C(NCc1cc(Cl)cc(Cl)c1)c1ccc2nc([C@@H]3O[C@H](CO)[C@H](O)[C@H](O)[C@H]3O)[nH]c2c1,2,3,2,-2,-2,0,2,x,-2,-3
COc1ccc(CCn2c(C)cc(C(=O)CSc3nnnn3C)c2C)cc1,4,1,3,1,-4,0,-8,2,-6,1
N=c1c(S(=O)(=O)c2ccccc2)cc2c(=O)n3ccccc3nc2n1CC1CCCO1 (stereo unspecified),9,2,5,1,0,8,-4,2,3,0
COc1cc(C2c3c(oc4ccccc4c3=O)C(=O)N2c2nccs2)ccc1O (stereo unspecified),4,-1,8,3,7,3,5,0,-3,4
O=C(Nc1ccc(F)cc1)c1ccc2nsnc2c1,-6,0,-2,-6,3,-3,4,-4,-1,-1
O=C(NC1CCCC1)C1c2ccccc2OCC(=O)N1CCc1c[nH]c2ccccc12 (stereo unspecified),-4,2,2,1,-3,1,-7,x,1,6
COc1cc(NS(=O)(=O)c2cc3[nH]c(=O)c(=O)[nH]c3cc2C)cc(OC)c1OC,3,0,7,-7,1,9,3,9,-3,7
